# PvdQ acylase: blocks Pseudomonas aeruginosa PvdQ acylase activity | purified PvdQ acylase, fluorescence plate reader | inhibition, % at 10 µM | hit rate 0.063% among 340,000 | AID 488965; in the data active = inhibition above about 30%, passing the limit was not always enough;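 also: 0% = vehicle neutral wells and 100% = reference inhibitor wells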
# MITF TRPM1 HTS: increases MITF-driven TRPM1 promoter luciferase signal | activation, % at 12.5 µM | AID 588334 | hit rate 0.75% among 300,000 | SK-MEL-5 TRPM1-promoter luciferase, 24 h; % of positive control, neutral wells = 0;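 active = mean activation of at least 80% with every replicate also reaching 80%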;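 also: 0% = neutral control wells and 100% = parthenolide positive control wells; values of inactives mirror those of a sister screen read the other way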
# SR-BI DiI inh: mouse SR-BI HDL lipid transfer inhibition | Q61009 | ldlA[mSR-BI] CHO cells, DiI-HDL uptake fluorescence, 3 h | inhibition, % at 12.5 µM | hit rate 0.96% among 320,000;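 active = mean replicate inhibition of at least 70% and a set share of replicates each scoring 70 or more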;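 also: 0% = median of neutral control wells and 100% = median of positive control wells; values of inactives mirror those of a sister screen read the other way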
# CAL PDZ FP-1: blocks peptide binding to human CAL PDZ domain; inhibition, % at 20 µM; AID 504414; hit rate 0.02% among 330,000; purified CAL PDZ, TMR-peptide fluorescence polarization, 1 h; Q9HD26;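 active = highest replicate inhibition of at least 40%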;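 also: plate controls were DMSO neutral control wells for no effect and unlabeled competitor peptide control wells for full effect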
#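 material = purified tagged CAL PDZ domain construct (CerCALP) | compound dosing = 20 µM, one dose | times = 1 h at RT | measured by = fluorescence polarization from S- and P-plane intensities, G-factor corrected | read-out = inhibition from polarization loss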
# CAL PDZ FP-2: blocks peptide binding to the human CAL PDZ domain. Q9HD26. purified CAL PDZ, TMR-peptide fluorescence polarization, 1 h. inhibition, % at 24.9 µM. hit rate 0.92% among 300,000. AID 602252;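 active = mean inhibition of at least 30% with at least half of replicates also reaching 30%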;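 also: 0% = DMSO neutral control and 100% = excess unlabeled competitor peptide PRC23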
# PfHsp90 set2: growth inhibition of yeast expressing Plasmodium Hsp90; inhibition, % at 9.4 µM; hit rate 0.32% among 310,000; S. cerevisiae expressing PfHsp90, BacTiter-Glo ATP, 48 h; yeast lacking PDR1 and PDR3 efflux regulators;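 active = every replicate shows inhibition above about 80%, whatever the replicate mean, limit read from the data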;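 also: 0% = DMSO neutral controls and 100% = 20 µM radicicol positive controls; yeast relying on Plasmodium falciparum Hsp90 in place of its own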
# Rtt109 Vps75: blocks Candida albicans Rtt109/Vps75 acetyltransferase activity; Q5AAJ8; hit rate 0.16% among 330,000; inhibition, % at 34.9 µM; purified Rtt109/Vps75, ThioGlo CoA-SH fluorescence, 4 h;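 active = inhibition of at least 50% in every replicate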
# SR-BI DiI-HDL act: enhances SR-BI lipid uptake from DiI-HDL. activation, % at 12.5 µM. AID 504775. hit rate 0.096% among 320,000. CHO ldlA[mSR-BI] cells, DiI-HDL uptake fluorescence, 3 h; 100 = double the neutral-control signal;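 active = mean replicate activation of at least 60% and every replicate at or above 60%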;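 also: 0% = median plate neutral-control signal and 100% = twice that signal; values of inactives mirror those of a sister screen read the other way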
#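 Assay system: LDL receptor-deficient CHO ldlA cells overexpressing murine SR-BI / Medium: BSA-supplemented, HEPES-buffered Ham's F12, pH 7.4 / Probe or stimulus: DiI-labelled HDL at 10 µg/mL final / Timing: compound with DiI-HDL co-incubation, 3 h at 37 °C / Technique: bottom-read cell fluorescence after medium removal, ex 550/em 595 nm / Measure: HDL uptake via cellular fluorescence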
# NSD2 inh: blocks human histone methyltransferase NSD2. O96028. NSD2 peptide methylation, AlphaScreen, 120 min. inhibition, % at 12.5 µM. hit rate 0.54% among 310,000. AID 743445; in the data active = inhibition above about 50%
# dFosB act: activators of mouse delta FosB homodimer. purified delta FosB, TAMRA-CDK5 oligo fluorescence polarization; percent of positive-control signal above neutral wells. hit rate 0.99% among 340,000. activation, % at 25 µM. P13346;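 active = mean activation above about 17%, with every replicate also reaching it, limit read from the data, passing the limit was not always enough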;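 also: fluorescence polarization rise as delta FosB binds a TAMRA Cdk5 AP-1 oligo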
# The depositor's hits bear a star; nt = not tested or not shown.
SMILES,PvdQ acylase,MITF TRPM1 HTS,SR-BI DiI inh,CAL PDZ FP-1,CAL PDZ FP-2,PfHsp90 set2,Rtt109 Vps75,SR-BI DiI-HDL act,NSD2 inh,dFosB act
COc1ccc(NC(=O)CC2C(=O)OCC3CCCCN32)cc1Cl (configuration not stated),-12,-1,nt,-0.8,0,-4,2,nt,1,1
O=C(O)COc1ccc(/C=N/NC(=O)C(O)(c2ccccc2)c2ccccc2)cc1,6,1,3,-1.0,11,1,-3,-3,-2,-8
COc1cc(OC)cc(C(=O)c2c(C)c(C#N)c3ccccn23)c1,-19,nt,68,-0.2,11,17,-13,-68,-4,-5
CCCn1c(N)c(C(c2ccc(C(=O)OC)cc2)N2CCN(c3ccccc3)CC2)c(=O)[nH]c1=O (configuration not stated),-14,-9,10,-0.8,-4,-30,10,-10,5,-2
CCCCC1=CC2=CC(=O)C(C)(OC(=O)CC)C(=O)C2=CN1Cc1ccccc1 (configuration not stated),-13,-5,-4,-0.4,-3,nt,-2,4,nt,-8
CN(C)CCC(=O)N1C/C(=C/c2ccccc2)C(=O)/C(=C\c2ccccc2)C1,-5,-100,4,-1.1,-2,0,-1,-4,50*,-8
CCOC(=O)C1=NN(c2ccc(OC)cc2)C(c2ccccc2)CC1=O (configuration not stated),-11,nt,-5,0.3,-2,25,6,5,17,-6
COCCCNC(=O)CCn1c(=O)c2ccccc2n(CC(=O)Nc2ccccc2C)c1=O,5,-3,10,-0.2,-2,12,2,-10,1,-6
CC(C)(C)c1ccc(/C=N/NC(=O)C2CCCC2)cc1,-7,32,-11,-1.2,0,9,10,11,0,-3
CN1CCN(C(=O)/C=C\c2ccc(Cl)cc2)CC1,-11,8,-10,0.5,1,15,-28,10,2,2
Cc1cc(C(=O)N/N=C/c2ccccn2)c2ccccc2n1,-10,3,-17,-2.0,-4,-13,-25,17,0,8
Cc1ccc(C)c(N2CCN(C(=O)C3CCCN(c4ncnc5c4nc4n5CCCCC4)C3)CC2)c1 (configuration not stated),-16,-17,-13,-2.8,-3,14,-4,13,5,0
CCOC(=O)c1[nH]c2ccc(Br)cc2c1NC(=O)CNC,-3,nt,-5,0.5,nt,-36,-10,5,3,-3
CC(C)(C)N1CC(C(=O)Nc2ccc(S(N)(=O)=O)cc2)CC1=O (configuration not stated),-14,5,-1,-0.5,0,-4,0,1,-2,-2
COC(=O)c1ccc(OCC(=O)Nc2nn(-c3ccccc3)nc2C(N)=O)cc1,-18,7,9,-0.8,5,-12,9,-9,31,-4
CC1(C)CC(=O)c2cc(OCC(=O)NCc3cccnc3)ccc2O1,-19,-15,-12,0.2,-1,nt,-17,12,-1,6
O=S(=O)(c1ccc(F)c(F)c1F)N1CCN(c2ncnc3sccc23)CC1,0,-25,20,-0.8,-6,-31,-8,-20,0,-5
O=C(Cc1cccc2ccccc12)N1CCN(c2ncccn2)CC1,-14,-6,-9,-0.8,-2,10,-3,9,0,2
O=C(OCC(=O)c1ccc[nH]1)c1ccc(S(=O)(=O)N2CCCCCC2)cc1,-14,-8,14,-1.0,-2,nt,-7,-14,0,-9
S=c1[nH]nc(CN2CCCCC2)n1Cc1ccccc1,-6,6,18,-1.1,-2,-28,-5,-18,0,-3
C=CC(=O)N1C/C(=C/c2ccccc2)C(=O)/C(=C\c2ccccc2)C1,4,-97,5,-0.2,1,-18,-2,-5,-1,-12
Cc1sc2ccccc2[n+]1CC(=O)c1ccccc1,-14,nt,-4,-1.3,nt,2,0,4,2,-1
CCc1ccc(C(=O)NNc2ccc(S(N)(=O)=O)cc2)cc1,-14,nt,-7,-0.2,nt,5,-7,7,0,0
O=C(/C=C/Nc1ccc(F)cc1)c1ccc(Br)cc1,-14,47,-3,-1.9,-6,-1,-1,3,0,0
CC(C)(COC(=O)c1ccccc1)N1CC2CCC(C1)O2,1,50,6,-0.2,-1,8,4,-6,-5,0

# 12 entries from above, sorted by molar mass, highest first.
SMILES,PvdQ acylase,MITF TRPM1 HTS,SR-BI DiI inh,CAL PDZ FP-1,CAL PDZ FP-2,PfHsp90 set2,Rtt109 Vps75,SR-BI DiI-HDL act,NSD2 inh,dFosB act
CCCn1c(N)c(C(c2ccc(C(=O)OC)cc2)N2CCN(c3ccccc3)CC2)c(=O)[nH]c1=O (configuration not stated),-14,-9,10,-0.8,-4,-30,10,-10,5,-2
O=S(=O)(c1ccc(F)c(F)c1F)N1CCN(c2ncnc3sccc23)CC1,0,-25,20,-0.8,-6,-31,-8,-20,0,-5
O=C(O)COc1ccc(/C=N/NC(=O)C(O)(c2ccccc2)c2ccccc2)cc1,6,1,3,-1.0,11,1,-3,-3,-2,-8
COC(=O)c1ccc(OCC(=O)Nc2nn(-c3ccccc3)nc2C(N)=O)cc1,-18,7,9,-0.8,5,-12,9,-9,31,-4
CN(C)CCC(=O)N1C/C(=C/c2ccccc2)C(=O)/C(=C\c2ccccc2)C1,-5,-100,4,-1.1,-2,0,-1,-4,50*,-8
CC(C)(C)N1CC(C(=O)Nc2ccc(S(N)(=O)=O)cc2)CC1=O (configuration not stated),-14,5,-1,-0.5,0,-4,0,1,-2,-2
O=C(Cc1cccc2ccccc12)N1CCN(c2ncccn2)CC1,-14,-6,-9,-0.8,-2,10,-3,9,0,2
CCc1ccc(C(=O)NNc2ccc(S(N)(=O)=O)cc2)cc1,-14,nt,-7,-0.2,nt,5,-7,7,0,0
CC(C)(COC(=O)c1ccccc1)N1CC2CCC(C1)O2,1,50,6,-0.2,-1,8,4,-6,-5,0
CC(C)(C)c1ccc(/C=N/NC(=O)C2CCCC2)cc1,-7,32,-11,-1.2,0,9,10,11,0,-3
Cc1sc2ccccc2[n+]1CC(=O)c1ccccc1,-14,nt,-4,-1.3,nt,2,0,4,2,-1
CN1CCN(C(=O)/C=C\c2ccc(Cl)cc2)CC1,-11,8,-10,0.5,1,15,-28,10,2,2

# Next section
SMILES,PvdQ acylase,MITF TRPM1 HTS,SR-BI DiI inh,CAL PDZ FP-1,CAL PDZ FP-2,PfHsp90 set2,Rtt109 Vps75,SR-BI DiI-HDL act,NSD2 inh,dFosB act
CCOC(=O)Cc1cn(C(=O)OC(C)(C)C)c2ccccc12,-26,11,20,0.4,-4,2,6,-20,nt,-1
COc1ccccc1NC(=O)Cc1nnc(SCC(=O)Nc2nccs2)n1C,-18,4,-7,-0.6,-3,-7,3,7,-2,-4
O=C(c1cccc(Br)c1)c1cn(-c2ccccc2)nc1C(=O)c1ccccc1,-8,6,19,-1.0,1,-111,12,-19,-5,-8
Cc1occc1-c1nnc(SCC(=O)c2cc3ccccc3oc2=O)o1,-1,-2,-29,-0.9,-2,-15,-13,29,2,0
COc1cc(NC(=O)c2ccc(COc3ccccc3Br)o2)cc(OC)c1OC,-12,-3,50,-0.2,-5,-8,-2,-50,1,-4
CCOC(=O)C1CCN(C(=O)/C=C/c2ccccc2)CC1,12,18,1,-1.9,-5,-5,27,-1,-6,-4
COc1cccc(CNc2ccc(S(=O)(=O)N3CCN(C)CC3)cn2)c1,-10,13,-21,0.7,nt,-7,-7,21,1,7
O=c1ccccn1Cc1ccccc1F,-14,9,2,-1.1,1,-1,-12,-2,1,-2
Cc1c(-c2ncn[nH]2)sc(C#N)c1-c1ccccc1,-21,1,-13,-3.8,-1,-21,-3,13,-5,-18
CC(NC(=O)c1cccc(C(F)(F)F)c1)C(c1ccccc1)N1CCOCC1 (configuration not stated),0,-12,15,0.3,2,6,13,-15,-1,-3
O=C(Nc1cccc(NC(=O)c2ccc([N+](=O)[O-])o2)c1)c1ccco1,2,-64,29,-1.6,-4,6,22,-29,2,-3
CC(=O)Nc1ccc(NC(=O)CSc2ccccn2)cc1,17,-4,-22,-0.8,-2,21,10,22,2,-4
C(=Cc1c[nH]c2ccccc12)c1nccc2ccccc12,-3,28,71*,-0.9,-3,10,-5,-71,-15,-34
Cc1noc(C)c1C(=O)OC(C)C(=O)N1CCc2ccccc21 (configuration not stated),-6,-8,-14,-0.7,nt,-28,1,14,0,-6
Cc1ccc(S(=O)(=O)NCCC(=O)NNC(=O)COc2ccc(Br)cc2)cc1C,-7,-10,-17,-0.8,nt,15,-5,17,1,-14
C/C(=N/NC(=O)C1COc2ccccc2O1)c1ccco1 (configuration not stated),12,-6,-24,-1.3,-5,5,-1,24,nt,-3
O=C(COC(=O)CSc1cc(Cl)ccc1Cl)Nc1ncc(C(F)(F)F)cc1Cl,-8,-1,1,-4.0,nt,-26,-1,-1,40,2
COC(=O)c1nnn(CC(=O)Nc2cccc(Cl)c2)c1C(=O)OC,-6,2,-4,-3.8,-1,4,-22,4,-2,-9
CC1(C)Cc2cccc(OCC(=O)OCC(=O)Nc3cccc(S(N)(=O)=O)c3)c2O1,-10,5,nt,-1.7,-1,6,7,nt,-2,-5
CCOC(=O)c1nn(-c2cccc(Cl)c2)c(C)c1C(C)=O,-16,10,-7,-0.8,1,47,-5,7,-4,2
CNn1cnc2ccsc2c1=O,4,2,0,-1.6,nt,9,-5,0,-1,4
CN(Cc1ccccc1)c1ncnc2sccc12,3,-14,-6,-0.1,2,4,4,6,-4,2
O=C(Cn1cnc2ccccc2c1=O)NCCC(=O)Nc1ccc2c(c1)OCO2,-7,2,-21,-0.5,-2,nt,2,21,0,3
COc1cc(C(=S)N2CCOCC2)cc(OC)c1OC(=O)c1ccccc1[N+](=O)[O-],13,nt,31,0.5,0,-1,9,-31,3,-7
COc1ccc(C(=O)NCCc2cn3ccccc3n2)cc1,-15,3,nt,-2.5,0,-16,-3,nt,nt,-3
CCOc1ccc(NC(=S)NC(=O)c2cccnc2)c([N+](=O)[O-])c1,-12,-1,13,nt,-12,17,-9,-13,-2,-5
COc1c(C(=O)Nc2c(C)n(C)n(-c3ccccc3)c2=O)ccc2ccccc12,4,-13,20,1.0,-5,11,29,-20,8,-4
Cc1ccc(OCC(=O)N[C@@H](C)c2nnc3ccccn23)cc1C,-11,-10,-2,-0.6,nt,-31,9,2,-4,-12
NC1=NC(=O)/C(=C\c2cccnc2)S1,5,3,-13,-0.2,-5,5,nt,13,4,1
COc1cccc(NC(=O)CN(C)C(=O)Cc2n[nH]c(=O)c3ccccc23)c1,1,-13,5,-0.4,nt,0,9,-5,0,-5
